Screens: PubChem, several laboratories
CHT allo act = human CHT allosteric activation. Q9GZV3. CHT-expressing cells, membrane potential dye, choline EC20; stronger effect = higher value; LV-AA mutant CHT in HEK293 cells. B-score at 10 µM. 310,000 tested, 0.49% active;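 active = initial fluorescence not abnormally high and integrated response B-score, plate-corrected, over 3 SD above library mean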
Target sequence (Q9GZV3 whole entry, looked up): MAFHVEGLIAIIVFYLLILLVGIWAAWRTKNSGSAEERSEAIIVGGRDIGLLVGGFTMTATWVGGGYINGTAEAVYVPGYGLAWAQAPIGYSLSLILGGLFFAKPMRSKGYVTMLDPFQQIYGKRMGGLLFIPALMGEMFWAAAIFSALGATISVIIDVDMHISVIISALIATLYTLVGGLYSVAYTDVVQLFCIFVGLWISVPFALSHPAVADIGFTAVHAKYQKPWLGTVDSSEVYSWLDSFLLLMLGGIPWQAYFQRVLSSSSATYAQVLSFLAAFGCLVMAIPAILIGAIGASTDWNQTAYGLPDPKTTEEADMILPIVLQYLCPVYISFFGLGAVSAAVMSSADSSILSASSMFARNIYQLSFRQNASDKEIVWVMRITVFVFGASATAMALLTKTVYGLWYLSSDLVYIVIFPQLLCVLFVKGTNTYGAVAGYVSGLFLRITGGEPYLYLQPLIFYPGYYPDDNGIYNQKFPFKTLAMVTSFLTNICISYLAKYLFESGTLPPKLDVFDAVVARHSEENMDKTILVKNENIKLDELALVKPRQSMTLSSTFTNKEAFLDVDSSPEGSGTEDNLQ
OX1R antag-1 = OX1R (human) antagonism; O43613; OX1R-expressing cells, FRET antagonist read-out; inhibition, % at 6.6 µM; 330,000 tested, 1.8% active; AID 485270; in the data active = inhibition mostly above about 38%, no sharp cut-off; inactive = mostly below about 40%;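 also: 0% = agonist challenge alone and 100% = reference antagonist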
Target sequence (O43613 whole entry, looked up): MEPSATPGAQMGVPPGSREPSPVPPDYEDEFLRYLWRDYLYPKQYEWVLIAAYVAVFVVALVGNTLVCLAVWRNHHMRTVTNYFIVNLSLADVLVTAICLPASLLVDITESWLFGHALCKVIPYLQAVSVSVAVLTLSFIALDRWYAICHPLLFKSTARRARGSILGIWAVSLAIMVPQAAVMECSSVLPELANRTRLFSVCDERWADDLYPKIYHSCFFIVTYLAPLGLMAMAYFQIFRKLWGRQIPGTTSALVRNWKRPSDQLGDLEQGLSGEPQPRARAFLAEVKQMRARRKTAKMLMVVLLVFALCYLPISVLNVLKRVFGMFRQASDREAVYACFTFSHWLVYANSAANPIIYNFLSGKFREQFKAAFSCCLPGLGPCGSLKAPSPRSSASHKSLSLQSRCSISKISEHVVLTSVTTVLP
OX1R antag-2 = blocks the human orexin 1 receptor; inhibition, % at 5 µM; 330,000 tested, 0.43% active; AID 434989; CHO/OX1R cells, Fluo-8 calcium fluorescence, orexin A;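 active = inhibition above its plate's threshold, mean inhibition of all tested compounds on the plate plus 3 SD, cut at about 37% in these data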;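 also: 0% = orexin A challenge wells and 100% = SB-334867-A antagonist wells; not every result past the cut was called active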
An asterisk follows results filed as active; i = inactive; · = no result given.

Below each SMILES – CHT allo act, OX1R antag-1, OX1R antag-2
Cc1[nH]c2ccccc2c1/C=N/NC(=O)CNC(=O)Cc1ccccc1
 : i, 11.4, -73.8
COc1ccc(OC)c(C(C)NC(=O)Nc2cccc(C(C)=O)c2)c1 (centres undefined)
 : i, -2.2, -13.7
COc1cc(Cl)c(C)cc1NC(=O)COC(=O)c1cc[n+]([O-])cc1
 : i, 27.3, -12.4
CC1CC(C(F)F)n2nc(C(=O)Nc3sc4c(c3C#N)CCC(C(C)(C)C)C4)nc2N1 (centres undefined)
 : i, -7.2, -16.0
CC1CCC(NC(=O)c2ccc(CNc3c(NC4CCCCC4)c(=O)c3=O)cc2)CC1 (centres undefined)
 : i, 14.3, -1.9
Cc1ccc(OCC(=O)Nc2ccc(S(=O)(=O)Nc3cc(C)nc(C)n3)cc2)cc1
 : i, 3.8, 2.2
CCN(CC)CCC(=O)Nc1cccc2c1C(=O)c1ccccc1C2=O
 : i, 74.2*, -39.8
CCN(C(=O)CN1C(=O)COc2ccc(S(=O)(=O)N3CCOCC3)cc21)c1ccc(OC)cc1
 : i, 16.1, 3.0
COC(=O)Cc1ccc(NC(=O)c2ccc(C)c(C)c2)cc1
 : i, 5.5, -19.0
Cc1cc(C)nc(NS(=O)(=O)c2ccc(NC(=O)Nc3ccccc3F)cc2)n1
 : i, 14.5, -16.9
COc1ccccc1CCNC(=O)COc1cccc2c1OC(C)(C)C2
 : i, 20.0, -11.7
CCOC(=O)c1c(C)nsc1NC(=O)C1CCCCC1
 : i, -3.5, -27.7
O=S(=O)(NCC(c1ccc2c(c1)OCO2)N1CCOCC1)c1ccc(F)cc1 (centres undefined)
 : i, 8.0, -26.3
COc1cccc(/C=N/NC(=O)C(c2ccncc2)N2CCOCC2)c1 (centres undefined)
 : i, 2.7, -0.2
CCOC(=O)C1CCCN(CCC(=O)Nc2c(C(=O)OC)[nH]c3cc(OC)ccc23)C1 (centres undefined)
 : i, 8.9, -25.6
Cc1cc(NC(=O)CSc2nnc(-c3cccnc3)n2N)no1
 : i, 7.7, 11.9
CCS(=O)(=O)c1ccc(Sc2nncn2C)c([N+](=O)[O-])c1
 : i, 96.4*, -1.0
O=c1cc(CO)[nH]cc1OCc1ccccc1
 : i, 4.3, -15.0
O=C(NCc1cccc(Cl)c1)C1CCN(c2nnc(N3CCCC3=O)s2)CC1
 : i, -2.6, -31.1
Cc1cc2c(cc(C(=O)OCC(=O)NCc3cccs3)n2C(C)C)o1
 : i, 5.7, -22.8
CN(C)/C=C1\C(=O)N(c2ccc([N+](=O)[O-])cc2)N=C1c1ccccc1
 : i, 43.5, 19.6
C#CCOCCOCCOCCNc1nc(N2CCN(C(=O)C(CCC(=O)O)n3cc(C(N)CC(C)C)nn3)CC2)nc(N2CCN(C(=O)C(Cc3cc4ccccc4[nH]3)n3cc(C(N)Cc4ccc(O)cc4)nn3)CC2)n1 (centres undefined)
 : i, 14.6, 10.3
CCNCC(=O)Nc1ccc(N2CCOCC2)cc1
 : i, 7.5, -30.7
O=C(OCC(=O)N1CCOCC1)c1c(Cl)ccc(Cl)c1Cl
 : i, 8.3, -5.9
CC(C)N=C(NS(=O)(=O)NC(=O)c1ccccc1)c1ccccc1
 : i, 7.7, -13.8
Nc1nonc1-n1nnc(C(=O)N/N=C/c2ccccc2Cl)c1COc1ccc(F)cc1
 : i, 8.1, -2.3
Cc1ccc(S(=O)(=O)N2CCN(C(=O)c3c(-c4ccccc4)noc3C)CC2)c(C)c1
 : i, 23.1, -31.5
Cc1ccc(NC(=O)CN(C)C(=O)CNC(=O)c2cccs2)cc1
 : i, 6.0, -2.5
CCC1CCCCN1CCCNC(=O)c1ccc2c(=O)n(CCOC)c(=O)[nH]c2c1 (centres undefined)
 : i, 5.0, -2.0
CCCC(=O)Nc1nnc(/C=C/c2ccc(OC)cc2)s1
 : i, 10.2, -20.5
CC1CC(C)CN(CCC(=O)Nc2ccc3c(c2)CCC3)C1 (centres undefined)
 : i, 10.3, -25.5
Cc1ccc(OCCn2nc3ccccc3n2)c(C)c1
 : i, 28.8, -23.0
O=C(NCCCNC(=O)c1ccccc1Cl)c1cnccn1
 : i, 9.0, -14.6
O=C(NCCNC(=O)c1ccccn1)c1ccccc1
 : i, 7.2, -46.9
O=C(CSc1nnc(-c2cccnc2)o1)Nc1ccc(Cl)cc1
 : i, 15.7, -16.2
O=C1c2cccc3cccc(c23)C(=O)N1c1ccc2ncccc2c1
 : i, 49.0, -2.4
CCOc1ccc(S(=O)(=O)N2CCCCC2)cc1NC(=O)C1CSC2(C)CCC(=O)N12 (centres undefined)
 : i, 19.3, -26.2
Cc1c(C(=O)NCC2CCCO2)oc2ccc3c(c12)C(=O)CC(C)(C)O3 (centres undefined)
 : i, 10.7, -19.0
Cc1ccc(/C=N/N2CCN(c3ccccn3)CC2)cc1
 : i, 17.8, -18.4
O=C(CSc1ccc(Cl)cc1)N1CCOCC1
 : i, 10.5, -8.4
CCOC(=O)c1c(NC(=O)/C=C/C(=O)O)sc(C)c1-c1ccc(C)c(C)c1
 : i, 21.9, -4.8
Cc1ccccc1NC(=O)CSc1ccc(-c2ccc(-n3cccn3)cc2)nn1
 : i, 5.1, -7.5
Cc1ccc(C(=O)Cn2c(NCCO)nc3ccccc32)cc1
 : i, 12.0, -20.9
COC(=O)Cc1c(C)nc2nc(-c3cccnc3)[nH]n2c1=O
 : i, 20.5, -24.3
CC(=O)Nc1ccc(SC[C@H](C)CN2CC[C@H](O)CCC2=O)cc1
 : ·, 3.4, 0.0
C=CCO/N=C(/C)c1ccc(Oc2cnccn2)cc1
 : i, 15.4, 4.0
O=C(Cn1cccc1)Nc1ccc(F)cc1F
 : i, 9.8, -22.3
O=C(CNC(=O)c1ccccc1)OCCOc1cccc(Cl)c1
 : i, 17.3, 0.5
O=C(N=C1SC2CS(=O)(=O)CC2N1c1ccc(F)cc1F)C1CC1 (centres undefined)
 : i, 24.6, -10.8
CN(CC(=O)Nc1ccc(F)c(F)c1F)C(=O)CCCSc1nc2ccccc2[nH]1
 : i, 16.1, -36.6

Following part.
Below each SMILES – CHT allo act, OX1R antag-1, OX1R antag-2
COC(=O)c1c(NC(=O)C2CC=CCC2C(=O)O)sc(C)c1C (centres undefined)
 : i, 16.0, -6.8
O=C(OCC(=O)N1CCN(c2ccccc2)CC1)c1ccccc1NCCO
 : i, 8.7, -30.8
Cc1ccc(Nc2nc(C(=O)N3CCC(C(=O)NCCN4CCOCC4)CC3)cs2)cc1
 : i, 14.1, -13.0
COc1ccc(-c2nc(SC(C)C(=O)NCC3CCCO3)n[nH]2)cc1 (centres undefined)
 : i, 5.2, -31.6
O=C(NC(=S)Nc1ccccc1Br)c1ccco1
 : i, 39.9, -13.3
COc1ccc(N(CC(=O)N2CCOCC2)S(C)(=O)=O)c(OC)c1
 : i, 12.0, -23.7
COc1cccc(CNC(=O)CCC2CCCN(C(=O)c3csc(C(C)C)n3)C2)c1 (centres undefined)
 : i, 4.0, -25.8
CC(C)(C)C(=O)NC(=S)Nc1ccc(Cl)c(C(=O)O)c1
 : i, 14.0, -8.5
O=C(COc1ccccc1Cl)Nc1ccc(C(=O)O)cc1NC(=O)COc1ccccc1Cl
 : i, 9.2, -1.9
COc1cc(C=O)ccc1OCCOCCOc1ccc(Cl)cc1Cl
 : i, 26.0, -16.8
COc1cccc(NC(=O)Nc2cnccn2)c1
 : i, 4.3, -9.4
NS(=O)(=O)c1cc(C(=O)OCC(=O)Nc2ccc(N3CCCCC3)cc2)ccc1Cl
 : i, 6.3, -10.0
CNc1nc(Nc2ccc(C(C)=O)cc2)nc(OC(C(F)(F)F)C(F)(F)F)n1
 : i, 32.3, -25.1
CCOC(=O)C1CCN(C(=O)c2cccc(NS(=O)(=O)c3ccc(Br)cc3)c2)CC1
 : ·, 4.6, -17.6
Cc1cc(C)cc(NC(=O)CSc2nc3[nH]c(=O)cc(O)c3s2)c1
 : i, 17.6, 7.8
CC1CN(S(=O)(=O)N(C)C)CCN1S(=O)(=O)N(C)C (centres undefined)
 : i, 3.6, -13.3
O=C(Nc1ccc(-n2cnnn2)cc1)C(c1ccccc1)c1ccccc1
 : i, 15.4, -11.5
CCn1ccc(C(=O)N2CCOCC2)n1
 : i, 11.2, -7.8
CCNC(=O)NNC(=O)C1CC(c2cccs2)=NO1 (centres undefined)
 : i, 24.9, -17.0
COc1ccc(Cl)cc1NC(=O)CN1CCN(Cc2ccccc2)CC1
 : i, 1.0, -39.1
COc1cc(C(=O)Nn2c(O)c(C3=c4ccccc4=NC3=O)sc2=S)ccc1O
 : i, 27.3, -4.8
Cc1cc(C)cc(NC(=O)CN2CCN(c3ccccc3)CC2)c1
 : i, 5.9, -52.8
CCCCNC(=O)CSc1nccn1Cc1ccccc1
 : i, 16.4, -7.9
CC(C)(C)C(=O)/C=C1\SCC(=O)N1CC(=O)N1CCN(c2ccccc2)CC1
 : ·, 4.1, -21.1
COc1ccccc1CN1CCC(CNS(=O)(=O)c2cc(-c3cc(C)no3)ccc2OC)CC1
 : i, 9.5, -33.0
CN=C(Nc1ccc(C(=O)OC)cc1)SC1CC(=O)N(c2ccccc2F)C1=O (centres undefined)
 : i, -0.3, -39.7
CC(=O)N(Cc1cc2cc(C)ccc2[nH]c1=O)c1cccc(C)c1C
 : i, 14.8, -22.6
O=C(COC(=O)c1ccccc1Nc1ccccc1)Nc1ccccc1
 : i, 20.1, -36.0
Cc1cc(=O)[nH]c(SCC(=O)Nc2nnc(CC(C)C)s2)n1
 : i, 27.6, 0.7
CCN(C/C=C/c1ccccc1OC)Cc1ccccc1
 : i, 10.6, -13.2

Taken from the entries so far, 23 compounds:
Below each SMILES – CHT allo act, OX1R antag-1, OX1R antag-2
O=C(NC(=S)Nc1ccccc1Br)c1ccco1
 : i, 39.9, -13.3
COc1ccc(N(CC(=O)N2CCOCC2)S(C)(=O)=O)c(OC)c1
 : i, 12.0, -23.7
COc1cccc(CNC(=O)CCC2CCCN(C(=O)c3csc(C(C)C)n3)C2)c1 (centres undefined)
 : i, 4.0, -25.8
CC(C)(C)C(=O)NC(=S)Nc1ccc(Cl)c(C(=O)O)c1
 : i, 14.0, -8.5
O=C(COc1ccccc1Cl)Nc1ccc(C(=O)O)cc1NC(=O)COc1ccccc1Cl
 : i, 9.2, -1.9
COc1cc(C=O)ccc1OCCOCCOc1ccc(Cl)cc1Cl
 : i, 26.0, -16.8
COc1cccc(NC(=O)Nc2cnccn2)c1
 : i, 4.3, -9.4
NS(=O)(=O)c1cc(C(=O)OCC(=O)Nc2ccc(N3CCCCC3)cc2)ccc1Cl
 : i, 6.3, -10.0
CNc1nc(Nc2ccc(C(C)=O)cc2)nc(OC(C(F)(F)F)C(F)(F)F)n1
 : i, 32.3, -25.1
CCOC(=O)C1CCN(C(=O)c2cccc(NS(=O)(=O)c3ccc(Br)cc3)c2)CC1
 : ·, 4.6, -17.6
Cc1cc(C)cc(NC(=O)CSc2nc3[nH]c(=O)cc(O)c3s2)c1
 : i, 17.6, 7.8
CC1CN(S(=O)(=O)N(C)C)CCN1S(=O)(=O)N(C)C (centres undefined)
 : i, 3.6, -13.3
O=C(Nc1ccc(-n2cnnn2)cc1)C(c1ccccc1)c1ccccc1
 : i, 15.4, -11.5
CCn1ccc(C(=O)N2CCOCC2)n1
 : i, 11.2, -7.8
CCNC(=O)NNC(=O)C1CC(c2cccs2)=NO1 (centres undefined)
 : i, 24.9, -17.0
COc1ccc(Cl)cc1NC(=O)CN1CCN(Cc2ccccc2)CC1
 : i, 1.0, -39.1
COc1cc(C(=O)Nn2c(O)c(C3=c4ccccc4=NC3=O)sc2=S)ccc1O
 : i, 27.3, -4.8
Cc1cc(C)cc(NC(=O)CN2CCN(c3ccccc3)CC2)c1
 : i, 5.9, -52.8
CCCCNC(=O)CSc1nccn1Cc1ccccc1
 : i, 16.4, -7.9
CC(C)(C)C(=O)/C=C1\SCC(=O)N1CC(=O)N1CCN(c2ccccc2)CC1
 : ·, 4.1, -21.1
COc1ccccc1CN1CCC(CNS(=O)(=O)c2cc(-c3cc(C)no3)ccc2OC)CC1
 : i, 9.5, -33.0
CN=C(Nc1ccc(C(=O)OC)cc1)SC1CC(=O)N(c2ccccc2F)C1=O (centres undefined)
 : i, -0.3, -39.7
CC(=O)N(Cc1cc2cc(C)ccc2[nH]c1=O)c1cccc(C)c1C
 : i, 14.8, -22.6

(list continues)
Below each SMILES – CHT allo act, OX1R antag-1, OX1R antag-2
COc1ccc(C)cc1NC(=O)CCCN1C(=O)CN(C)C1=O
 : ·, 2.6, -8.0
CCC(C)NC(=O)COC(=O)c1ccc(Cl)cc1O (centres undefined)
 : i, 12.5, -21.0
CC1(C(=O)NC2CCCC2)CCC(=O)N1CCC1=CCCCC1 (centres undefined)
 : i, 13.6, -9.0
COc1cc(OC)c(C(=O)NCc2ccc3c(c2)OCO3)cc1OC
 : i, 26.9, -11.9
CCOc1ccc2c(c1)C(C)=CC(C)(C)N2C(=O)Nc1ccccc1F
 : i, 21.0, -5.0
CN(CC(=O)Nc1ccc(Cl)c(C(F)(F)F)c1)C(=O)CCCc1nc2ccccc2c(=O)[nH]1
 : ·, 3.3, -16.1
Cc1ccc(C)c(NC(=O)CCN2C(=O)C3CC=CCC3C2=O)c1 (centres undefined)
 : ·, 6.5, -14.8
Cc1csc(NC(=O)CSc2ccc3nnc(CCNS(=O)(=O)c4ccccc4)n3n2)n1
 : i, -6.9, -1.9
CC(C)c1ccc(OCc2ccc(C(=O)N3CCCC3)o2)cc1
 : 7.08*, 2.7, -25.4
Cc1cc(C(=O)NNC(=O)NC(C)C)no1
 : i, 1.5, -18.4
CN(C)C(=O)CSc1nc(-c2ccccc2)nc2c1CCCC2
 : i, 31.8, -16.9
COc1ccc(CNC(=O)COC(=O)c2cnccn2)cc1
 : i, 16.3, 3.8
